High-throughput results: PubChem, several laboratories
TbHK1 inh: Trypanosoma brucei hexokinase 1 inhibitors, primary screen, biochemical, G6PDH-coupled NADH absorbance, MLSCN library; inhibition, % at 10 µM; recombinant TbHK1, G6PDH-coupled NADH A340; 0.11% of 220,000 active; AID 1430, 2008; hexokinase 1 [Trypanosoma brucei];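 active = inhibition of 50% or more in the single-dose primary screen; inactive = inhibition below 50%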
Cl transport mod: KCC2 cotransporter modulators, thallium flux, primary screen, cell-based, HEK293 KCC2, FluoZin-2 fluorescence, MLSMR; AID 1456, 2008; KCC2 cells, thallium flux FluoZin-2 fluorescence; Solute carrier family 12 member 5 (Homo sapiens), Q9H2X9; 2.2% of 190,000 active; B-score of Tl+ flux slope (higher = more flux/activation; lower = inhibition) at 10 µM;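 active = thallium flux slope and its plate-corrected score both differing from the plate sample mean at a set confidence after two filtering rounds, in either direction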;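 also: slope of fluorescence scaled to starting intensity during 10 to 20 s after thallium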
thrombin 1536: human alpha-thrombin inhibitors, primary screen, counter-screen for coagulation protease inhibitor project, biochemical, 1536-well, fluorogenic AMC substrate; inhibition, % at 5 µM; 0.26% of 220,000 active; Prothrombin (Homo sapiens), P00734; AID 1046, 2008; Boc-VPR-AMC fluorogenic substrate cleavage;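 active = inhibition at or above 40%; inactive = inhibition below 40%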;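 also: 0% = enzyme with no compound and 100% = wells without enzyme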
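Material: Human alpha-thrombin protein | Buffer or medium: pH 7.5 Tris-saline with Tween 20 | Reagent: Boc-VPR-AMC substrate, 15 µM final | Schedule: Reaction at ambient temperature | Detection: AMC fluorescence at 355 nm excitation and 460 nm emission | Evaluation: Percent inhibition scaled between no-compound controls and no-enzyme blanks | Controls: no-compound enzyme wells and no-enzyme blanks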
Furin inh: human furin inhibitors, primary screen, biochemical, fluorescence intensity; P09958; purified furin, fluorogenic substrate cleavage; inhibition, % at 30 µM; 0.061% of 220,000 active; in the data active = inhibition above about 25%; also: inactives centre near -15
TRPML3 ag: human TRPML3 channel agonists, primary screen, cell-based, HEK293 TRPML3-YFP, Fluo-8 calcium fluorescence, 3 µM; Mucolipin-3 (Homo sapiens), Q8TDD5; 0.29% of 220,000 active; 100% = the carbachol control signal; activation, % at 3 µM; AID 1448, 2008;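 active = activation above its plate's cutoff, the mean activation of the plate's test wells plus 3 SD, cut at about 12% in these data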;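 also: 0% = DMSO only wells and 100% = carbachol wells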
Target sequence (Q8TDD5 whole entry, looked up): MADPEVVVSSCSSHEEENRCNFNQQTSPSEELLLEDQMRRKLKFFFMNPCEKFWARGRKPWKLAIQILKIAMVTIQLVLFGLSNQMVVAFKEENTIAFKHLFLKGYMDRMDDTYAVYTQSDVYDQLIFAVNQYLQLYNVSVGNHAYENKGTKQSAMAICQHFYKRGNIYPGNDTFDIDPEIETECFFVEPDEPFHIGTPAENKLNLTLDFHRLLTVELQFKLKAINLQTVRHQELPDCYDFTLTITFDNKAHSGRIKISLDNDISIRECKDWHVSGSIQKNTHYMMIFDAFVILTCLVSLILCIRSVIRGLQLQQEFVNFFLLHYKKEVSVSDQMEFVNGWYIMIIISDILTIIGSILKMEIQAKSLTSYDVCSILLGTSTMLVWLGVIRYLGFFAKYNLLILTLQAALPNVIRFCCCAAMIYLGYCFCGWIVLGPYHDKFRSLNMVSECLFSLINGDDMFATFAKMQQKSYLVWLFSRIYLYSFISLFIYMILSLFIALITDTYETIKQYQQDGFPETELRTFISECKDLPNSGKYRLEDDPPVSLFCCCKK
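Test system: HEK293 cells stably carrying human TRPML3-YFP; Doses: single dose, 3 µM final nominal compound, 0.3% DMSO final; Schedule: dye loading 1 h 37 °C then 30 min ambient, 125 s read; Technique: Fluo-8 calcium fluorescence; Benchmarks: high control carbachol 87 µM, low control DMSO.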
m-calpain inh: inhibitors of pig calpain II, primary screen, biochemical, fluorogenic peptide substrate, 1536-well; purified calpain II, 30 min; inhibition, % at 16 µM; 0.37% of 220,000 active; AID 1236, 2008;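 active = inhibition above about 50%, limit read from the data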
TRPN1 ag: zebrafish TRPN1 channel agonists, primary screen, cell-based, HEK293, calcium fluorescence; AID 1424, 2008; transient receptor potential cation channel N1 (TRPN1/NompC), Danio rerio; HEK293 zebrafish TRPN1-YFP, Fluo-8 calcium fluorescence; 100% = response to 87 µM carbachol; activation, % at 3 µM; 0.18% of 220,000 active;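 active = activation above its plate's cutoff, the mean activation of test wells on that plate plus 3 SD, cut at about 19% in these data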;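 also: 0% = DMSO alone and 100% = 87 µM carbachol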
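System: zebrafish TRPN1-YFP in HEK293 cells / Dosing: 3 µM single point / Timing: dye loading 1 h at 37 °C, then 30 min room temperature / Signal: Fluo-8 calcium fluorescence, excitation 470-495 nm, emission 515-575 nm / Read-out basis: percent activation from peak over basal fluorescence ratio, control-normalized / Control set: high carbachol 87 µM, low DMSO alone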
EBV gp42 block: Epstein-Barr virus gp42 inhibitors, primary screen, biochemical, uHTS, fluorescence polarization. Fluorescence polarization binding assay, mP read-out. inhibition, % (tested at 21.74 µM). 0.42% of 220,000 active. Glycoprotein 42 (Epstein-Barr virus (strain AG876)), Q1HVG2; in the data active = inhibition above about 50%
Target sequence (Q1HVG2 whole entry, looked up): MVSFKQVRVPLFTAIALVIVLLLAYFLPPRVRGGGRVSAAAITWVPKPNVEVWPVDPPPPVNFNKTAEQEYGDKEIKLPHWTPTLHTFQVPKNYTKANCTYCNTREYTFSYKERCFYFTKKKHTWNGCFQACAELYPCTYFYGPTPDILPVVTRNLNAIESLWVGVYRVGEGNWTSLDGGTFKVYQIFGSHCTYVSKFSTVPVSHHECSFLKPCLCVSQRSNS
PPC-1+TRAIL kill: compounds killing PPC-1 cancer cells with TRAIL present, primary screen, TRAIL potentiator project, ATPLite luminescence, uHTS. PPC-1 cells + TRAIL, ATPLite viability luminescence. cell killing (% activity), % at 4 µM. 0.41% of 220,000 active;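 active = cell killing above 50% in the first pass at 4 µM, then a duplicate retest at 5 µM averaging 50% or more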;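 also: plate controls were cells with TRAIL plus DMSO for no effect and medium-only wells lacking cells for full effect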
The depositor's hits bear a star; . = not tested or not shown; [ ] = dose if it differs, or a comment.

SMILES	TbHK1 inh	Cl transport mod	thrombin 1536	Furin inh	TRPML3 ag	m-calpain inh	TRPN1 ag	EBV gp42 block	PPC-1+TRAIL kill
Cc1cc(NC(=O)CCC(=O)N(CC(=O)NC2CCCC2)c2ccc3c(c2)OCCO3)no1	3	0.15	-4	-34	0.9	-68	0.1	-4	-9
CC(C)(C)OC(=O)NNC(=O)C12CC3CC(CC(C3)C1)C2	-2	-0.14	-23	-30	1.3	-8	-1.1	3	33
Cc1ccc2nc(-c3ccccn3)cc(C(=O)N3CCN(c4ncccn4)CC3)c2c1	-15	-0.25	9	-10[20 µM]	1.1	24	1.1	-10	15
O=C(NCc1ccccc1)c1ccc(CN(c2ccccn2)S(=O)(=O)c2ccccc2)cc1	-7	-0.0023	3	-19[20 µM]	-0.3	-57	-1.7	-21	17
O=C(Nc1ccc(NC(=O)c2cc([N+](=O)[O-])ccc2N2CCOCC2)cc1)c1cccs1	-4	0.18	0	-18	0.4	-51	1.5	-22	13
O=S(=O)(Cc1ccccc1)N1CCN(C2Cc3ccccc3C2)CC1	-5	.	-4	-19[20 µM]	0.4	-4	0.6	-13	1
CCOc1ccc(/C=N/OCC(=O)NC(c2ccccc2)c2ccccc2)cc1	28	-0.016	-5	-3	-0.2	46	0.0	-9	28
CCn1ccnc1CN1CCc2c([nH]c3ccccc23)C1CC(C)C (centres undefined)	16	-0.54	-11	-11	-0.8	3	-1.6	-8	12
Cc1ccccc1C1NC(c2ccccc2C)C([N+](=O)[O-])C(C)(C)C1[N+](=O)[O-] (centres undefined)	-4	.	-1	12	-0.7	-24	-2.3	-10	10
CC(=O)Nc1nc(C2COc3ccccc3O2)cs1 (centres undefined)	-1	.	5	-30[20 µM]	0.0	-1	2.5	-4	33

Structures above that have a nitro group on carbon:
SMILES	TbHK1 inh	Cl transport mod	thrombin 1536	Furin inh	TRPML3 ag	m-calpain inh	TRPN1 ag	EBV gp42 block	PPC-1+TRAIL kill
O=C(Nc1ccc(NC(=O)c2cc([N+](=O)[O-])ccc2N2CCOCC2)cc1)c1cccs1	-4	0.18	0	-18	0.4	-51	1.5	-22	13
Cc1ccccc1C1NC(c2ccccc2C)C([N+](=O)[O-])C(C)(C)C1[N+](=O)[O-] (centres undefined)	-4	.	-1	12	-0.7	-24	-2.3	-10	10

Next part
SMILES	TbHK1 inh	Cl transport mod	thrombin 1536	Furin inh	TRPML3 ag	m-calpain inh	TRPN1 ag	EBV gp42 block	PPC-1+TRAIL kill
Cc1cc(C)nc(SCc2csc(N)n2)n1	1	1.6	-5	9[20 µM]	1.1	-9	2.1	8	4
CN(C)c1nc(SCCOC(=O)COc2ccc(Cl)cc2Cl)nc(N(C)C)n1	-4	0.4	0	-3	0.7	38	-1.2	4	5
CCC(Sc1nc(C)cc(=O)[nH]1)C(=O)Nc1ccc(Cl)cn1 (centres undefined)	-5	.	-9	-27	-1.6	9	-0.3	7	11
Nc1nc2n(n1)C(=O)CC(c1ccc(Cl)cc1)N2 (centres undefined)	-2	0.18	-16	-8	0.7	36	-0.8	0	9
CC(C)(C)n1nnnc1C(c1cccs1)N(Cc1cccnc1)Cc1ccccc1Cl (centres undefined)	2	-1.1	-9	-23[20 µM]	4.9	37	-1.5	-4	13
Cc1ccc(COc2ccccc2-c2cc(C(=O)N/N=C/c3cccnc3)[nH]n2)cc1	-12	-5.5*	-8	-9	-0.1	9	-1.2	3	24
O=C(NC1CCCc2ccccc21)c1ccc(Br)cc1 (centres undefined)	3	0.033	3	-18	-0.7	-2	-3.1	-10	-1
CCOC(=O)C1CCN(Cc2ccc(F)c(F)c2)CC1	-2	0.55	-10	-27[20 µM]	0.5	17	-0.8	-6	-4
Cc1[nH]n(C2=NCCS2)c(=O)c1N=Nc1cccc(C(F)(F)F)c1	0	21*	6	-15	0.7	-33	0.2	-2	25
CCOC(=O)N1CCC(NC(=O)c2cn(-c3ccc(OC)cc3)c(=O)c3ccccc23)CC1	-10	0.1	-8	-19[20 µM]	0.2	-8	-0.1	-21	11

Arranged by value in EBV gp42 block (largest number first): three from the list above
smiles | TbHK1 inh | Cl transport mod | Furin inh | TRPML3 ag | m-calpain inh | EBV gp42 block
CN(C)c1nc(SCCOC(=O)COc2ccc(Cl)cc2Cl)nc(N(C)C)n1 | -4 | 0.4 | -3 | 0.7 | 38 | 4
CCOC(=O)C1CCN(Cc2ccc(F)c(F)c2)CC1 | -2 | 0.55 | -27[20 µM] | 0.5 | 17 | -6
Cc1ccccc1C1NC(c2ccccc2C)C([N+](=O)[O-])C(C)(C)C1[N+](=O)[O-] (centres undefined) | -4 | . | 12 | -0.7 | -24 | -10

Other compounds.
SMILES	TbHK1 inh	Cl transport mod	thrombin 1536	Furin inh	TRPML3 ag	m-calpain inh	TRPN1 ag	EBV gp42 block	PPC-1+TRAIL kill
CCCCCC(/C=N/Nc1ccc(S(=O)(=O)N2CCOCC2)cc1[N+](=O)[O-])=C\c1ccccc1	-28	0.02	2	6[20 µM]	0.4	-18	0.7	-21	13
C/C(=N\NC(=O)c1ccc(CN2CCOCC2)cc1)c1ccc(NC(=O)c2ccccc2)cc1	-18	-0.99	-8	-17	1.0	5	3.0	-3	-1
NC1=NC(=O)C2(COC(c3cccc([N+](=O)[O-])c3)OC2)S1 (centres undefined)	9	0.49	-2	-9	-0.3	7	-0.3	-7	7
Cc1ccc(OCC(=O)NCCN2CCCC2)cc1	4	-0.052	-2	-15[20 µM]	0.9	-31	-0.3	-9	19
Cc1[nH]c2ccccc2c1/C=N/NC(=O)CNC(=O)c1ccccc1	-33	-0.63	-3	-13	0.5	2	1.0	-14	16
Cc1c(O)ccoc1=O	-6	-0.53	2	-21	0.0	9	-0.5	-24	22
CCC(=O)N1CCc2cc(S(=O)(=O)CCC(=O)Nc3ccc(CC)cc3)ccc21	39	-2.2	-4	-8	0.6	-20	1.1	-8	10
Cn1c(CNC(=O)OC(C)(C)C)nnc1SCc1c(Cl)cccc1Cl	-1	0.093	14	0	0.7	11	4.7	-12	-7
COC(=O)c1sccc1NC(=O)Nc1cccc(C(C)=O)c1	-10	-2.2	-7	-9	0.5	24	0.1	-16	-14
Cc1ccc(C2=C/C(=C/c3cccnc3)C(=O)O2)c(C)c1	-8	-1.3	-6	-16	0.8	-27	-1.3	-2	21
O=C(NCc1csc2ccc(Cl)cc12)Nc1cccc2ccccc12	4	0.041	1	-16	0.8	-8	-1.6	-9	10
Cc1nc2scc(-c3ccc(Cl)cc3)c2c(=O)n1N	-6	-1.2	13	-24	0.1	-30	0.9	1	6
COc1ccc(CCCc2nnc(SCC(=O)N/N=C\c3ccc(O)c(OC)c3)o2)cc1C	-4	0.002	2	-19[20 µM]	-0.5	-7	-2.3	0	-2
CCn1c(SCC(=O)Nc2ccc(OC)cc2OC)nc2nc3c(cc2c1=O)COC(C)(C)C3	-27	0.051	-2	-25	0.2	-11	0.4	-6	13
CC(C)(C)C1CCC(OCC(O)CN2CCN(c3ccccc3)CC2)CC1 (centres undefined)	-4	-0.2	-2	0[20 µM]	-0.3	22	0.5	-33	7
C=CCn1c(SCc2nc3sc4c(c3c(=O)[nH]2)CCCC4)nc2ccccc2c1=O	2	0.16	-9	-7	0.4	1	1.7	-74	26
COc1ccccc1C/C(N)=N/OC(=O)COc1cccc2ccccc12	7	.	4	0[20 µM]	1.4	25	1.5	-6	17
O=C(CC(Cc1ccccc1)C(=O)O)NCCc1ccc2c(c1)OCO2 (centres undefined)	-1	.	-13	-7[20 µM]	-0.1	21	-0.2	-14	5
COc1nc(N(C)C)nc(N2CC(=O)N(CCNS(=O)(=O)c3ccc(C)cc3)C2=N)n1	13	-0.12	1	3	1.0	-5	0.3	-22	0
Cc1cc(C)cc(C(=O)NC(=S)Nc2ccc3c(c2)OCCO3)c1	2	1	8	-10	0.8	30	-1.1	0	5
COc1ccc(OC)c(C(=O)/C=C/c2ccccc2C(F)(F)F)c1	-4	0.13	5	-8[20 µM]	0.1	-1	-0.4	-12	-5[5 µM]
CC1Cc2ccccc2N1C(=O)Cn1cnc2ccccc21 (centres undefined)	5	-1.2	-5	-17	3.1	14	4.1	5	-9
CCN(CC)CCNc1nc(-c2ccc(OC)cc2)c(-c2ccc(OC)cc2)s1	-7	0.77	-2	-14	0.3	-14	0.8	-14	21
Cc1ccc(C)c(N(C)C(=O)c2cc3c(=O)[nH]c4ccc(C)cc4c3s2)c1	-22	-0.6	9	3	0.3	-42	1.5	-8	9
COc1cc(-c2noc(-c3cccs3)n2)cc(OC)c1OC	-2	-0.87	4	0[20 µM]	0.8	12	-0.9	-7	7
O=C1CC(C(=O)NCc2ccccc2)N=C(N2CCCCC2)N1 (centres undefined)	4	.	-6	-24[20 µM]	0.1	-7	1.2	-26	-9
CCCCOc1ccc2ccccc2c1C=O	7	-0.79	1	2	-0.2	18	0.0	-15	6
CN(C)C(=O)c1cc2cc([N+](=O)[O-])ccc2s1	-5	1.5	0	-7	0.5	-4	1.8	-16	16
COC(=O)c1c(-c2ccccc2)c[nH]c1C	-7	0.12	2	-19	-1.2	-15	0.1	-5	-23
CCN(CC)CCNC(=O)c1ccc(Sc2ccc(C)cc2)c(NC(C)=O)c1	-4	0.45	-1	-42	0.8	-10	-0.6	-16	-8
COc1cc(-c2nc3cnccn3c2Nc2ccc(C(C)C)cc2)ccc1O	-11	.	-8	-2[20 µM]	-0.4	-48	-0.8	4	4
O=C1c2ccccc2C(=O)N1CCn1nc(Cl)nc1Cl	3	-0.31	-8	-16	-0.3	-15	-1.1	-14	28
CC(C)n1c(N2CCN(C(=O)c3cccs3)CC2)nc2ccccc21	0	.	-2	-17	0.2	23	0.2	-1	-5
CC(=O)Nc1cccc(-c2nnc(SCc3ccccc3C#N)n2C)c1	-3	0.35	-6	-21[20 µM]	0.7	18	0.2	-23	36
CC(C)(C)OC(=O)NCCC(=O)N/N=C/c1ccc2nccnc2c1	-40	0.74	-3	2	0.9	10	1.6	-9	-12
CCCOC(=O)c1ccc(NC(=O)C(=O)NCC2CCCO2)cc1 (centres undefined)	27	0.34	-7	0	0.6	-4	-1.0	5	14
Cc1ccc(C)c(N2CCN(S(=O)(=O)c3ccc4c(c3)oc(=O)n4C)CC2)c1	-11	.	0	-18	0.5	10	1.5	-2	-13
CCCCn1nnc(NC(=O)c2ccc(-c3ccccc3)cc2)n1	5	0.00079	-7	-19[20 µM]	-0.2	-31	-1.0	-11	10
COc1ccc(N(C(=O)C2COc3ccccc3O2)C(C(=O)NC2CCCCC2)c2ccccc2)cc1OC (centres undefined)	13	-0.27	4	-29	-0.4	-25	0.4	-6	20
C/C(=N\NC(=O)Cc1ccc(Cl)cc1)c1ccccn1	7	-0.27	1	-6[20 µM]	-0.5	20	0.3	-14	36
